Screening data as filed in PubChem.
Jurkat NFkB inh = inhibitors of the PMA/ionomycin-induced NF-kB reporter in Jurkat cells | AID 435003 | PMA/ionomycin-induced NF-kB luciferase reporter, luminescence | inhibition, % at 4 µM | 330,000 tested, 0.53% active; in the data active means inhibition above about 50%
EBI2 antag = EBI2 (human) antagonism; P32249; EBI2 beta-arrestin recruitment, luminescence, 7a,25-OHC stimulated; inhibition, % at 5 µM; 360,000 tested, 0.81% active; AID 651636; in the data active means inhibition above about 38%;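 further: enzyme fragment complementation signal reports receptor beta-arrestin coupling in cells; 0% = agonist plus DMSO wells and 100% = wells without agonist; some results beyond the cut were filed as inactive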
CCR6 antag = antagonists of human CCR6 receptor. AID 493098. CHO-K1 CCR6 PathHunter beta-arrestin, luminescence, CCL20-stimulated. 340,000 tested, 0.49% active. P51684. inhibition, % at 20 µM;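 active means compounds whose inhibition of the agonist-driven luminescence signal at 20 µM reaches about 50%, limit read from the data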;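 further: cells stimulated with CCL20 at 14 nM final; plate controls were DMSO with CCL20 for no effect and DMSO without agonist for full effect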
Target sequence (P51684 whole entry, looked up): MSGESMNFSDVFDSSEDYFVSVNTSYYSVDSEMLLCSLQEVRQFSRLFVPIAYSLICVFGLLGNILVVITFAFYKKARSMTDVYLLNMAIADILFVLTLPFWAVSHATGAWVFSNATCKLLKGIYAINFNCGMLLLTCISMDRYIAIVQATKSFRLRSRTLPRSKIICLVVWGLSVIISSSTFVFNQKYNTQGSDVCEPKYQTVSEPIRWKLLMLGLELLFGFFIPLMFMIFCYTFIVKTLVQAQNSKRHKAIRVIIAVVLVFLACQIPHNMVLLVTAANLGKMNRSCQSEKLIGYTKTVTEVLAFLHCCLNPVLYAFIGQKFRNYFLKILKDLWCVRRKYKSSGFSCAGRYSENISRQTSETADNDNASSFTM
697 NFkB inh = lowers PMA/ionomycin-induced NF-kB signal in 697 B cells; 330,000 tested, 0.33% active; AID 435022; 697 B-cell NF-kB luciferase reporter, 16 h; inhibition, % at 4 µM; in the data active means inhibition above about 35%
Gli-Sufu antag = antagonists of Gli-Sufu signaling; inhibition, % at 5 µM; Sufu-KO-LIGHT fibroblasts, Gli luciferase reporter luminescence; 340,000 tested, 0.74% active; AID 588413;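 active means inhibition above about 55%, limit read from the data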;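 further: 0% = DMSO-treated cells and 100% = wells with medium but no cells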
UBC13 inh = human UBC13 polyubiquitination inhibition; inhibition, % at 20 µM; UBC13 polyubiquitin chain formation, TR-FRET; 330,000 tested, 0.47% active; P61088; in the data active means inhibition above about 45%, passing the limit was not always enough
Target sequence (P61088 whole entry, looked up): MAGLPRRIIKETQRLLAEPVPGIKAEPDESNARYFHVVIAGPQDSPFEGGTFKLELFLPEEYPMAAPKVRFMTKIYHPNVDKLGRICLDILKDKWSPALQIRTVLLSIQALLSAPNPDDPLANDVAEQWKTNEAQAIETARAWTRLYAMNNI
CXCR6 inh = inhibitors of human CXCR6 receptor. O00574. CHO-K1 PathHunter CXCR6 beta-arrestin, luminescence. inhibition, % at 20 µM. 360,000 tested, 0.36% active. AID 602244; in the data active means inhibition above about 34%, passing the limit was not always enough;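 further: antagonist mode with CXCL16 agonist at 10 nM final; 0% = 10 nM CXCL16 with DMSO and 100% = unstimulated wells without agonist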
APJ antag = APJ receptor antagonism; P35414; CHO-K1 APJ beta-arrestin complementation, luminescence; inhibition, % at 20 µM; 330,000 tested, 0.32% active; AID 2521;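 active means inhibition above about 40% at 20 µM, limit read from the data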;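 further: cells challenged with 10 nM apelin-13 agonist together with compound; plate controls were apelin-13 plus DMSO wells for no effect and DMSO wells lacking apelin-13 for full effect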
Target sequence (P35414 whole entry, looked up): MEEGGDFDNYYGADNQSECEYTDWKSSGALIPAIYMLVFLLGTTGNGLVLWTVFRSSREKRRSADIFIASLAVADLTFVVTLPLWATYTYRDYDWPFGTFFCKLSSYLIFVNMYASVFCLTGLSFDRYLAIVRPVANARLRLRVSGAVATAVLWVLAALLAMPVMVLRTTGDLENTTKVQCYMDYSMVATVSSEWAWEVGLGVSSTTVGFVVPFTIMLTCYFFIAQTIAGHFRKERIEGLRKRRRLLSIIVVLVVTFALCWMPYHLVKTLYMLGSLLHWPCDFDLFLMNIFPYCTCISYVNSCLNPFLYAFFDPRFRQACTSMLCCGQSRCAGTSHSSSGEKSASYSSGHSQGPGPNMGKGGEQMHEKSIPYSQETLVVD
Numbers without * were called inactive.

Results for COc1cc(CNc2ccc3[nH]c(=O)[nH]c3c2)ccc1OCC(=O)NC(C)(C)C ?
Jurkat NFkB inh: 1.8; EBI2 antag: 0.3; CCR6 antag: -10.4; 697 NFkB inh: 31.5; Gli-Sufu antag: 0.1; UBC13 inh: -16.9; CXCR6 inh: -11.3; APJ antag: -47.0

What do the screens show for `COc1cc(/C=N/N2CCN(Cc3ccccc3)CC2)cc(OC)c1OC(C)=O`?
Jurkat NFkB inh: 6.9; EBI2 antag: -10.0; CCR6 antag: 0.5; 697 NFkB inh: 13.2; Gli-Sufu antag: 10.4; UBC13 inh: 5.0; CXCR6 inh: -8.4; APJ antag: 1.0

How did CCCCN(C1CCS(=O)(=O)C1)S(=O)(=O)c1cccs1 (stereo unspecified) do in these assays?
Jurkat NFkB inh: 0.4; EBI2 antag: 1.5; CCR6 antag: -4.7; 697 NFkB inh: 5.5; Gli-Sufu antag: -24.7; UBC13 inh: -1.8; CXCR6 inh: 2.7; APJ antag: -13.9

What do the screens show for `CC(C)Oc1ccc(C(=O)O)cc1`?
Jurkat NFkB inh: 1.4; EBI2 antag: -1.8; CCR6 antag: 2.5; 697 NFkB inh: 4.0; Gli-Sufu antag: -8.7; UBC13 inh: 2.1; CXCR6 inh: -6.5; APJ antag: 16.2

Results for COC(=O)c1ccccc1NC(=O)CSc1nncn1C ?
Jurkat NFkB inh: -8.1; EBI2 antag: -16.3; CCR6 antag: -0.4; 697 NFkB inh: 2.4; Gli-Sufu antag: -4.2; UBC13 inh: -0.4; CXCR6 inh: -12.9; APJ antag: 2.6

How did CCCC[C@H]1COCCS(=O)(=O)N1Cc1cccc(Cl)c1 do in these assays?
Jurkat NFkB inh: 19.3; EBI2 antag: 7.9; CCR6 antag: 9.3; 697 NFkB inh: 18.1; Gli-Sufu antag: -1.0; UBC13 inh: 4.9; CXCR6 inh: 1.2; APJ antag: 2.7

How did Cc1cc(C(=O)CSc2nc3ccccc3[nH]2)c(C)n1Cc1ccco1 do in these assays?
Jurkat NFkB inh: -103.5; EBI2 antag: 8.6; CCR6 antag: -1.5; 697 NFkB inh: -203.7; Gli-Sufu antag: -5.7; UBC13 inh: -8.3; CXCR6 inh: -11.4; APJ antag: 2.2

Results for O=C(NCc1ccco1)c1ccc(Cn2c(=O)c3sccc3n(Cc3cccc(F)c3)c2=O)cc1 ?
Jurkat NFkB inh: 9.2; EBI2 antag: 6.0; CCR6 antag: 17.9; 697 NFkB inh: -2.6; Gli-Sufu antag: 9.9; UBC13 inh: 17.1; CXCR6 inh: 6.0; APJ antag: 22.7

What do the screens show for `Cn1cnc2cc(NCc3cccs3)ccc21`?
Jurkat NFkB inh: -19.7; EBI2 antag: -13.1; CCR6 antag: -11.7; 697 NFkB inh: 2.4; Gli-Sufu antag: -9.3; UBC13 inh: -9.8; CXCR6 inh: -5.6; APJ antag: 2.6

What do the screens show for `CC(C)OP(=O)(c1ccc(N(C)C)cc1)C(Nc1ccccc1)c1ccccc1` (stereo unspecified)?
Jurkat NFkB inh: 2.1; EBI2 antag: 10.6; CCR6 antag: 16.2; 697 NFkB inh: 8.0; Gli-Sufu antag: 7.9; UBC13 inh: 4.8; CXCR6 inh: 7.5; APJ antag: 32.1

Results for CCC/C(O)=C1\C(=O)CC(C)(C)CC1=Nc1ccccc1O ?
Jurkat NFkB inh: 7.5; EBI2 antag: -15.9; CCR6 antag: -4.9; 697 NFkB inh: -5.0; Gli-Sufu antag: -1.3; UBC13 inh: -3.6; CXCR6 inh: 0.5; APJ antag: 5.8

How did COc1cc(CNCc2cccs2)ccc1OCC(N)=O do in these assays?
Jurkat NFkB inh: 13.2; EBI2 antag: 1.9; CCR6 antag: 8.9; 697 NFkB inh: 6.2; Gli-Sufu antag: -4.5; UBC13 inh: 2.1; CXCR6 inh: -6.0; APJ antag: 11.9

What do the screens show for `COc1cc(OC)cc(C(=O)NC(C(=O)NCc2ccccn2)C(C)C)c1` (stereo unspecified)?
Jurkat NFkB inh: 7.9; EBI2 antag: -4.0; CCR6 antag: -15.3; 697 NFkB inh: 3.4; Gli-Sufu antag: -14.1; UBC13 inh: 4.1; CXCR6 inh: 6.0; APJ antag: -3.5

What do the screens show for `O=C(Cc1ccc(F)cc1)Nc1nc(-c2ccc(F)cc2)cs1`?
Jurkat NFkB inh: 9.0; EBI2 antag: -1.7; CCR6 antag: -0.6; 697 NFkB inh: -2.2; Gli-Sufu antag: 10.8; UBC13 inh: 2.9; CXCR6 inh: -7.4; APJ antag: -10.5

Results for COc1cccc(CNC(=O)CCC2CCCN(C(=O)CCC(F)(F)F)C2)c1 (stereo unspecified) ?
Jurkat NFkB inh: 5.1; EBI2 antag: -0.1; CCR6 antag: 7.8; 697 NFkB inh: 19.0; Gli-Sufu antag: -20.3; UBC13 inh: 7.1; CXCR6 inh: -5.8; APJ antag: 3.8

How did COC(=O)c1cc(NC(C)=O)ccc1N1CCOCC1 do in these assays?
Jurkat NFkB inh: -15.0; EBI2 antag: -5.3; CCR6 antag: 8.1; 697 NFkB inh: -13.8; Gli-Sufu antag: -6.0; UBC13 inh: -14.4; CXCR6 inh: -4.1; APJ antag: -4.1

How did COc1cccc(OC)c1C(=O)Nc1ccc([N+](=O)[O-])cn1 do in these assays?
Jurkat NFkB inh: 10.8; EBI2 antag: -15.2; CCR6 antag: -3.6; 697 NFkB inh: 8.9; Gli-Sufu antag: 7.3; UBC13 inh: 3.4; CXCR6 inh: -3.6; APJ antag: -4.7

Results for O=C(COC(=O)CNC(=O)c1ccccc1F)NCC(F)(F)F ?
Jurkat NFkB inh: 6.3; EBI2 antag: 0.5; CCR6 antag: -10.9; 697 NFkB inh: 5.4; Gli-Sufu antag: -9.8; UBC13 inh: 8.8; CXCR6 inh: -6.0; APJ antag: 9.4

What do the screens show for `COc1cc(CN2CCCCCC2)cc(OC)c1OC`?
Jurkat NFkB inh: 0.9; EBI2 antag: -15.0; CCR6 antag: 5.6; 697 NFkB inh: 1.3; Gli-Sufu antag: -1.9; UBC13 inh: 3.9; CXCR6 inh: -1.3; APJ antag: 15.4

Results for O=C(Nc1ccc(C(F)(F)F)cn1)Nc1cccs1 ?
Jurkat NFkB inh: -7.6; EBI2 antag: 1.0; CCR6 antag: 7.4; 697 NFkB inh: -12.0; Gli-Sufu antag: 0.3; UBC13 inh: 1.2; CXCR6 inh: 6.2; APJ antag: 8.0

The closing 2 entries of the part above are carried over, then new ones follow:
What do the screens show for `COc1cc(CN2CCCCCC2)cc(OC)c1OC`?
Jurkat NFkB inh: 0.9; EBI2 antag: -15.0; CCR6 antag: 5.6; 697 NFkB inh: 1.3; Gli-Sufu antag: -1.9; UBC13 inh: 3.9; CXCR6 inh: -1.3; APJ antag: 15.4

Results for O=C(Nc1ccc(C(F)(F)F)cn1)Nc1cccs1 ?
Jurkat NFkB inh: -7.6; EBI2 antag: 1.0; CCR6 antag: 7.4; 697 NFkB inh: -12.0; Gli-Sufu antag: 0.3; UBC13 inh: 1.2; CXCR6 inh: 6.2; APJ antag: 8.0

Results for Cc1cnc(CN(C)Cc2c(C(=O)N3CCCCCCC3)nc3ccc(Cl)cn23)[nH]1 ?
Jurkat NFkB inh: 6.3; EBI2 antag: 11.3; CCR6 antag: 16.3; 697 NFkB inh: 5.4; Gli-Sufu antag: 15.1; UBC13 inh: -0.9; CXCR6 inh: 4.9; APJ antag: -5.3

What do the screens show for `O=C(COC(=O)/C=C/c1ccccc1)NCC1CCCO1` (stereo unspecified)?
Jurkat NFkB inh: 13.7; EBI2 antag: -3.3; CCR6 antag: 8.3; 697 NFkB inh: 14.5; Gli-Sufu antag: 2.5; UBC13 inh: 5.5; CXCR6 inh: 5.8; APJ antag: 8.8

How did C/C(N)=C(/C#N)C(=O)CSc1nc2cc(Cl)ccc2c(=O)n1Cc1ccco1 do in these assays?
Jurkat NFkB inh: -1.2; EBI2 antag: -1.6; CCR6 antag: 29.3; 697 NFkB inh: -11.2; Gli-Sufu antag: -9.9; UBC13 inh: 4.5; CXCR6 inh: 9.0; APJ antag: 22.4

Results for ON=Cc1cccn1-c1ccccc1 ?
Jurkat NFkB inh: -16.5; EBI2 antag: 0.6; CCR6 antag: 4.3; 697 NFkB inh: -18.6; Gli-Sufu antag: -6.0; UBC13 inh: -9.3; CXCR6 inh: -8.5; APJ antag: -31.7

Results for O=C(CCC(=O)N1CCSc2ccccc21)Nc1cccc(F)c1 ?
Jurkat NFkB inh: -6.2; EBI2 antag: -3.0; CCR6 antag: 6.1; 697 NFkB inh: 9.7; Gli-Sufu antag: -0.6; UBC13 inh: -6.2; CXCR6 inh: -2.2; APJ antag: 11.4

How did O=C(Nc1ccccn1)C1CCN(C(=O)Nc2ccccc2)CC1 do in these assays?
Jurkat NFkB inh: -8.2; EBI2 antag: 0.5; CCR6 antag: -9.0; 697 NFkB inh: -6.2; Gli-Sufu antag: -1.5; UBC13 inh: 1.2; CXCR6 inh: 1.6; APJ antag: -37.3

How did Cc1ccc(NC(=O)CSc2nnc(-c3cc(C)[nH]n3)n2N)cc1 do in these assays?
Jurkat NFkB inh: -16.7; EBI2 antag: 0.8; CCR6 antag: -9.1; 697 NFkB inh: 8.3; Gli-Sufu antag: -3.3; UBC13 inh: 1.8; CXCR6 inh: -2.8; APJ antag: 4.4

What do the screens show for `O=C(c1cc(=O)c2ccccc2o1)N1CCN(c2cccc(Cl)c2)CC1`?
Jurkat NFkB inh: -2.0; EBI2 antag: 51.5*; CCR6 antag: -5.8; 697 NFkB inh: -14.9; Gli-Sufu antag: 7.6; UBC13 inh: -11.7; CXCR6 inh: -1.9; APJ antag: -13.3

Results for O=C(c1ccc(S(=O)(=O)N2CCOCC2)cc1)N1CCN(C2=NS(=O)(=O)c3ccccc32)CC1 ?
Jurkat NFkB inh: -9.5; EBI2 antag: -9.2; CCR6 antag: -5.1; 697 NFkB inh: 3.0; Gli-Sufu antag: 3.5; UBC13 inh: 1.2; CXCR6 inh: 6.3; APJ antag: 18.0

Results for CCOc1ccc(N2CC(C(=O)Nc3ccc(S(=O)(=O)Nc4nccs4)cc3)CC2=O)cc1 (stereo unspecified) ?
Jurkat NFkB inh: -10.4; EBI2 antag: 9.2; CCR6 antag: -2.5; 697 NFkB inh: -21.0; Gli-Sufu antag: -1.7; UBC13 inh: 3.7; CXCR6 inh: 9.5; APJ antag: 23.2

What do the screens show for `COc1ccccc1C/C(N)=N/OC(=O)COc1ccc(C)cc1C`?
Jurkat NFkB inh: -5.7; EBI2 antag: 7.7; CCR6 antag: 18.4; 697 NFkB inh: 8.9; Gli-Sufu antag: 4.9; UBC13 inh: 0.5; CXCR6 inh: 2.9; APJ antag: 23.2

Results for COCCNC(=O)COc1ccccc1C ?
Jurkat NFkB inh: 4.0; EBI2 antag: 7.0; CCR6 antag: -0.5; 697 NFkB inh: 4.7; Gli-Sufu antag: 7.5; UBC13 inh: -2.0; CXCR6 inh: -6.3; APJ antag: 2.2

How did Cn1nnnc1SCC(=O)Nc1cc(S(=O)(=O)N2CCCCC2)ccc1Cl do in these assays?
Jurkat NFkB inh: -4.8; EBI2 antag: -7.8; CCR6 antag: 2.9; 697 NFkB inh: -7.6; Gli-Sufu antag: 7.2; UBC13 inh: -17.6; CXCR6 inh: 6.8; APJ antag: 2.4

What do the screens show for `CCCN1C(=O)/C(=C\c2ccncc2)SC1=Nc1ccccc1`?
Jurkat NFkB inh: 11.0; EBI2 antag: 24.0; CCR6 antag: 27.4; 697 NFkB inh: 23.2; Gli-Sufu antag: -2.5; UBC13 inh: 9.2; CXCR6 inh: 1.6; APJ antag: 10.0

How did CCSc1nnc(NC(=O)c2nc3nc(C)cc(C)n3n2)s1 do in these assays?
Jurkat NFkB inh: 14.3; EBI2 antag: 4.7; CCR6 antag: -4.0; 697 NFkB inh: -3.5; Gli-Sufu antag: -3.2; UBC13 inh: -4.0; CXCR6 inh: 5.3; APJ antag: 7.6

Results for COC(=O)CC1C(=O)NCCN1C(=O)CSc1nc2ccccc2c(=O)n1CC(C)C (stereo unspecified) ?
Jurkat NFkB inh: -2.8; EBI2 antag: -4.1; CCR6 antag: 4.9; 697 NFkB inh: 13.8; Gli-Sufu antag: 1.2; UBC13 inh: 20.4; CXCR6 inh: -10.6; APJ antag: -7.4
